# Assay outcomes deposited in PubChem by several laboratories.
# TNAP activation fold = stimulation of alkaline phosphatase TNAP activity – biochemical, luminescent, no phosphate acceptor, uHTS, primary screen (AID 1001); 200,000 compounds, 0.03% hits; activation fold at 20 µM; hits with a dose series show EC50 in µM; purified TNAP, luminescent activation assay, no phosphate acceptor; higher activation fold means a stronger effect; in the data active means activation fold from about 3, or a potency from the dose series; inactive means the rest, 99 in 100 with activation fold below about 1.6; further: many of its hits are not listed in these tables
# PMI inhibition = MPI inhibition at elevated mannose 6-phosphate – biochemical, fluorescence intensity, high mannose 6-phosphate, primary screen (AID 1220); recombinant PMI enzyme, coupled fluorescence intensity; higher % means a stronger effect; one-dose inhibition, % at 20 µM; IC50 in µM for titrated hits; 190,000 compounds, 0.66% hits
# Hep lipid drop = modulators of hepatic lipid droplet formation | AML12 mouse hepatocytes, oleate lipid droplets, BODIPY imaging | inhibition, % at 6.5 µM | 240,000 compounds, 0.4% hits | AID 1656;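 active means lipid droplet intensity inhibited by at least 50%, with more than 500 cells counted; inconclusive means wells with under 300 cells, treated as cytotoxic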
#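 Assay system: AML12 hepatocytes (mouse) / Also added: 100 µM oleic acid challenge / Times: overnight treatment with compound plus oleate / Detection: high-content imaging of BODIPY-stained droplets and DAPI nuclei / Evaluation: % inhibition of lipid droplet signal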
# SIAH1 antagonists = Siah-1 peptide-binding antagonists, primary screen, biochemical, fluorescence polarization, rhodamine-plectin, uHTS (AID 1817); Siah-1 / rhodamine-plectin peptide fluorescence polarization; higher % means a stronger effect; 290,000 compounds, 0.02% hits; displacement, % at 20 µM, or IC50 in µM where a hit was titrated;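 active means displacement of at least 50% at 20 µM, with a fluorescence ratio check between 0.3 and a set limit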;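 further: plate controls were Siah plus tracer with DMSO for no effect and tracer alone without Siah for full effect; strong numbers were not always called active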
# UTI89 phage lysis = inhibition of K1F phage lysis, E. coli UTI89, bacterial capsule biogenesis inhibitors, alamar blue (AID 488966); inhibition, % at 100 µM, or IC50 in µM where a hit was titrated; E. coli UTI89 K1F phage lysis, alamar blue, 2 h; higher % means a stronger effect; 340,000 compounds, 0.02% hits;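 active means phage lysis inhibition, versus mean bacterial control, above a set limit; inconclusive means no clear call, values can overlap the other calls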;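 further: capsule biogenesis inhibitors block K1F phage lysis so surviving cells raise fluorescence; higher fluorescence means more inhibition of phage lysis; actives were called in the ten point dose series up to 300 µM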
# P. falciparum M1AAP = P. falciparum M1AAP inhibitors, biochemical, fluorogenic H-Leu-NHMec substrate, 1536-well (AID 1445). recombinant M1AAP, H-Leu-NHMec fluorogenic kinetic assay; higher % means a stronger effect. 220,000 compounds, 0.42% hits. inhibition, % at 30 µM, or IC50 in µM where a hit was titrated;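 active means primary inhibition above the hit cutoff, then over 50% inhibition at one or more dose response concentrations, cut at about 23% in these data, passing the limit was not always enough; inconclusive means conflicting primary data, or primary hits not chosen for dose response; inactive means low primary inhibition, or under 50% at every dose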;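 further: plate controls were DMSO full reaction for no effect and no enzyme background for full effect; strong numbers were not always called active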
# XIAP antagonists = XIAP antagonists, biochemical, IAP family, fluorescence polarization (AID 1018); XIAP BIR domain, fluorescence polarization peptide displacement; higher % means a stronger effect; displacement, % at 20 µM, or IC50 in µM where a hit was titrated; 200,000 compounds, 0.007% hits; in the data active means displacement above about 50%; further: a part of the inactive calls stands beside numbers as strong as those of hits
# human PMI inhibition = inhibitors of human PMI, primary screen, biochemical, fluorescence intensity, coupled assay (AID 1209); purified PMI enzyme, coupled fluorescence intensity; higher % means a stronger effect; inhibition, % at 20 µM; hits with a dose series show IC50 in µM; 190,000 compounds, 0.42% hits;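 further: plate controls were DMSO vehicle for no effect and wells lacking substrate for full effect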
# P. falciparum M17LAP = P. falciparum M17LAP inhibitors, primary screen, biochemical, fluorogenic H-Leu-NHMec substrate, 1536-well (AID 1619) | recombinant M17LAP, H-Leu-NHMec fluorogenic kinetic assay; higher % means a stronger effect | one-dose inhibition, % at 30 µM; IC50 in µM for titrated hits | 220,000 compounds, 0.38% hits;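 active means compound inhibiting the enzyme by more than half at any dose during confirmatory dose-response retesting; inconclusive means strong single-dose inhibitors picked by rank but not retested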;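 further: plate controls were full reaction with DMSO carrier for no effect and no enzyme background for full effect; strong numbers were not always called active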
# Hep lipid drop cells 6.5 µM = second read-out of Hep lipid drop, no call of its own (marks repeat the call); cell count; measured here: cell count, cytotoxicity flag;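 cells counted across two imaged fields per well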
# * marks the source's active call; other numbers are inactive results; ? = inconclusive; / = not tested or not shown; [ ] = another dose, or the depositor's remark. Unless noted, no stated cut-off is given here; in the data, active means inhibition above about 50%; inactive means the rest.
mol	TNAP activation fold	PMI inhibition	Hep lipid drop	Hep lipid drop cells 6.5 µM	SIAH1 antagonists	UTI89 phage lysis	P. falciparum M1AAP	XIAP antagonists	human PMI inhibition	P. falciparum M17LAP
COc1ccc2nc3c(cc2c1)c(NC(=O)C1CCCO1)nn3CC(C)C (stereo not given)	1.3	25%	/	/	2%	-0.2%	13%	-5.8%	9%	-24%
CCOc1cc(CNc2ccccc2)cc(Br)c1OCC(=O)NC(C)(C)C	1.1	9%	/	/	3%	0.2%	15%	-3.7%	13%	3%
Cc1ccc(C(=O)Cn2nnc(-c3ccccc3-n3cnnn3)n2)cc1	1.1	-7%	/	/	4%	0.0%	11%	-2.4%	-7%	-16%
COc1cc2c(cc1OC)CN(Cc1ccc(OC)c(C)c1OC)CC2	1.1	9%	-22	622	-4%	0.0%	-4%	-5.2%	14%	11%
O=C(N1CCNCC1)N1CCOCC1	1.2	8%	1	651	0%	/	5%	0.9%	7%	-1%
CN(C)c1ccc(/C=N/NC(=O)CN(c2ccccc2Cl)S(C)(=O)=O)cc1Br	0.9	-3%	/	/	-6%	-0.4%	4%	-5.2%	-5%	12%
CCCc1cc(=O)n2[nH]c(-c3cc(OC)c(OC)c(OC)c3)nc2n1	1.1	-9%	-2	639	2%	-0.9%[50 µM]	10%	-1.9%	5%	25%
CCOC(=O)n1c(=O)n(Cc2c(Cl)cccc2Cl)c2ccccc21	1.1	13%	/	/	0%	0.5%	-3%	0.4%	17%	2%
CCOC(=O)c1c(C)n(C)c2cc(Br)c(C)cc12	1	11%	4	716	5%	4.3%	-1%	-3.3%	10%	12%
COCCSc1ccccc1C(=O)Nc1cc(C)ccn1	1.1	6%	18	608	0%	1.1%[50 µM]	0%	2.3%	16%	23%
O=C(O)CC(C(=O)NC1CCCCC1)C1CCCO1 (stereo not given)	1.1	-2%	/	/	1%	0.8%	3%	-2.3%	0%	8%
c1ccc(CCCCNCC2COc3ccccc3O2)cc1 (stereo not given)	1	5%	17	718	6%	0.0%	0%	-14%	7%	1%
CN1C(=O)C(O)(CC(=O)c2cccnc2)c2ccccc21 (stereo not given)	1.1	-4%	-13	712	8%	1.5%	11%	-4.6%	0%	5%
COc1cc2[nH]c(=O)n(CCCC(=O)NCCc3ccccc3)c(=O)c2cc1OC	1	-4%	/	/	-2%	0.4%	9%	-4.7%	-7%	1%
CCCCn1c(C(C)NC(=O)COC)nc2ccccc21 (stereo not given)	1	4%	-7	767	-2%	0.2%	0%	-4.2%	-6%	-6%
COC(=O)c1c(NC(=O)COC(=O)Cn2cnc3ccccc32)sc(C)c1C	1.1	8%	/	/	1%	0.5%	9%	-1.8%	12%	21%
O=c1c(=O)n(O)c2ccccc2n1O	1	16%	/	/	3%	-0.4%[50 µM]	-6%	1.1%	5%	3%
O=C(COC(=O)c1ccc(Cl)nc1)NCc1ccco1	1	26%	14	694	3%	-0.6%	-10%	-12%	2%	-11%
O=C(O)c1ccc(NC(=O)c2cn(-c3ccccc3)nc2-c2ccc(Br)cc2)cc1	1	0%	4	651	0%	-4.0%	15%	-13%	-4%	3%
CCc1ccc(-n2c(=O)c3ccccc3n(CC(=O)C(C)(C)C)c2=O)cc1	1	9%	-4	697	5%	-0.3%	4%	-2.1%	4%	4%
COCCCNC(=O)Cn1nc(-c2ccccc2OC)ccc1=O	1.1	0%	/	/	2%	0.0%	-12%	-1.2%	4%	-16%
COc1ccc(C(c2nnnn2CCc2ccccc2)N2CCN(C)CC2)cc1OC (stereo not given)	1.1	8%	-1	739	1%	0.3%	7%	-4.1%	6%	67%
O=C(/C=C/NCc1ccc(F)cc1)c1ccccc1	1.1	4%	4	533	-2%	4.2%	4%	-1.8%	1%	-15%
O=C(CSc1nnnn1Cc1ccccc1)NC1CCCCC1	1.1	-9%	22	682	9%	0.1%	-1%	-3.1%	-7%	-2%
O=C(O)c1cnc(-c2ccccc2)nc1Sc1ccccc1Cl	1.1	-1%	/	/	7%	-1.5%	11%	-3.6%	-6%	2%

mol	TNAP activation fold	PMI inhibition	Hep lipid drop	Hep lipid drop cells 6.5 µM	SIAH1 antagonists	UTI89 phage lysis	P. falciparum M1AAP	XIAP antagonists	human PMI inhibition	P. falciparum M17LAP
Cc1cc2oc3c(c(=O)c2cc1C)C(c1cccc(Br)c1)N(Cc1ccco1)C3=O (stereo not given)	0.9	-5%	/	/	2%	3.6%	1%	-4.7%	-23%	5%
CCc1ccc(C2NC(=S)NC3=C2C(=O)CCC3)cc1 (stereo not given)	1	-6%	-5	536	-4%	-1.0%	2%	-1.6%	-2%	9%
CC(NC(=O)COC(=O)CCc1nc2ccccc2c(=O)[nH]1)c1ccccc1 (stereo not given)	1.1	-5%	6	733	-2%	0.2%	6%	-6.5%	-4%	9%
C=CCn1c(COc2ccccc2C)nnc1SCC(=O)O	1.1	-17%	-22	525	-5%	0.1%	-2%	-3.3%	-13%	9%
Cc1cc(N2CCCC2)n2nc(C)c(-c3ccccc3)c2n1	1.1	-10%	51*	697*	0%	/	/	-1.4%	-4%	/
CCn1c(SCC(=O)N/N=C/c2ccc(C)o2)nnc1-c1ccc(C(C)(C)C)cc1	1	12%	-12	636	9%	2.2%	0%	-5.4%	-5%	18%
O=C(NCc1ccco1)c1nnc(Cc2ccc(F)cc2)o1	1.1	-5%	9	770	-1%	0.2%	-4%	-1.4%	-10%	5%
c1ccc(C(c2ccccc2)N2CCN(Cc3nnnn3C3CCCC3)CC2)cc1	1	0%	/	/	1%	0.3%	-10%	2.6%	-24%	0%
COC(=O)c1nnn(-c2nonc2N)c1CSc1ccc(Cl)cc1	1	9%	-21	707	-6%	-0.1%[50 µM]	-2%	-2.0%	14%	5%
CCCNC(=O)OCC12CC3CC(CC(C3)C1)C2	1.1	9%	-14	564	4%	1.3%	9%	-4.6%	6%	-4%
c1csc(-c2nn[nH]n2)c1	1.1	0%	11	743	2%	-0.2%	-1%	2.2%	6%	-4%
CCN(C(=O)COC(=O)c1cccc(NS(=O)(=O)c2ccc(F)c(F)c2)c1)C1CCS(=O)(=O)C1 (stereo not given)	1.1	-2%	5	703	1%	/	3%	-3.2%	8%	3%
CCC1CCCCN1Cc1nc2c(c(=O)n(C)c(=O)n2C)n1CCCc1ccccc1 (stereo not given)	1	0%	-15	575	-3%	3.5%	/	-2.5%	7%	/
COCCN1Cc2cccc(C(=O)Nc3ccccc3OC)c2C1=O	1.1	2%	0	713	-5%	3.2%	6%	-0.6%	1%	-3%
COC(=O)c1ccc(C(=O)OC)c(NC(=O)CSCc2ccccc2Br)c1	1.1	18%	-16	673	5%	1.2%	1%	-3.9%	14%	-6%
CCC(=O)N(CCc1ccc(OC)c(OC)c1)Cc1cc2ccc(C)cc2n2nnnc12	1.1	6%	-7	697	4%	-0.1%	5%	0.0%	-2%	10%
O=C(O)C1C2C=CC(C2)C1C(=O)N1CCOCC1 (stereo not given)	1.1	9%	-9	711	1%	0.1%	4%	-2.3%	6%	12%
O=C(O)CC/C(=N\Nc1ccc(S(=O)(=O)N2CCCC2)cc1[N+](=O)[O-])c1cccs1	0.8	-8%	4	767	2%	-0.3%	10%	-3.7%	0%	28%
COc1cc(CNC2CCCCC2OC)cc(OC)c1 (stereo not given)	1	-4%	-6	714	2%	0.1%	-3%	-6.8%	1%	-2%
O=C(O)COc1ccccc1/C=N/NC(=O)CSc1nc2ccccc2n1Cc1ccccc1	/	/	6	718	-3%	-0.3%	?	/	/	35%
Cc1ccccc1OCC(=O)N/N=C/c1ccc(N(C)C)cc1	1.1	6%	5	675	0%	0.0%	3%	-2.0%	0%	0%
COC(=O)c1ccc(/C=N/Nc2nc(C)c(C)s2)cc1	/	/	-7	673	-4%	-0.7%	2%	/	/	-3%
Cc1ccc(CSC2=Nc3ccccc3C3=NC(CCC(=O)NCc4ccco4)C(=O)N23)cc1 (stereo not given)	1.1	8%	/	/	3%	-0.1%	15%	-1.0%	10%	7%
COc1ccccc1-n1cnnc1SCc1csc(-c2ccccc2)n1	1.1	-4%	-4	748	0%	-0.2%	-3%	-3.7%	-3%	8%
CCCCCCC(=O)N(O)C1CC(=O)N(Cc2ccccc2)C1=O (stereo not given)	1.1	-15%	-6	661	5%	-0.5%	38%*	-2.0%	-8%	38%

mol	TNAP activation fold	PMI inhibition	Hep lipid drop	Hep lipid drop cells 6.5 µM	SIAH1 antagonists	UTI89 phage lysis	P. falciparum M1AAP	XIAP antagonists	human PMI inhibition	P. falciparum M17LAP
Cc1cc(C)c2nc(-c3ccccn3)cc(C(=O)NCCc3ccc(S(N)(=O)=O)cc3)c2c1	1	-4%	0	710	-5%	-2.9%	0%	-3.4%	-24%	-4%
COCCCNC(=O)COc1ccc(S(=O)(=O)NCc2ccccc2)cc1Cl	1.1	-7%	-2	731	12%	0.2%	4%	-1.9%	-6%	8%
OCCNc1nc2nonc2nc1NCCO	1.1	8%	1	707	-4%	0.2%	1%	-1.8%	4%	-1%
CCN(CC(=O)Nc1ccc(NC(C)=O)cc1)CC(=O)Nc1ccccc1C(=O)c1ccccc1	1.1	0%	-13	756	-6%	-0.6%	6%	-2.2%	-4%	1%
O=S(=O)(c1cccc2nonc12)N1CCCCCC1	1.1	-8%	-2	651	1%	-0.3%	1%	-4.3%	1%	-3%
COc1ccc(OC)c(NC(=O)C2=C(C)NC(=O)NC2c2cccs2)c1 (stereo not given)	1	7%	-14	703	-4%	-0.5%	5%	-6.9%	-2%	9%
CCOC(=O)CSc1nc(N)nc(C)c1Br	1.2	10%	/	/	-3%	3.3%[50 µM]	-5%	1.6%	-1%	2%
Cc1cc(C(F)(F)F)nn1CCCNC(=O)c1cnccn1	1	5%	3	794	-4%	0.9%	0%	-4.8%	6%	2%
C#Cc1ccc([C@@H]2C=C(C(=O)O)O[C@H](OCc3ccc(CO)cc3)C2)cc1	1	1%	4	786	6%	3.3%	11%	-3.8%	-1%	10%
CCCCc1c(C(=O)O)cc(OC)cc1C(=O)O	1.1	-11%	/	/	-4%	0.1%	5%	-4.2%	-5%	-17%
CC(=O)Nc1ccc(OCC(=O)c2ccc(C)cc2C)cc1	1	4%	8	795	-2%	2.5%	4%	-3.8%	7%	-5%
